# Assay outcomes from PubChem.
# Fam108B counter = counter-screen for RBBP9 inhibitors: inhibitors of mouse Fam108B; recombinant Fam108B, FP-Rh probe fluorescence polarization; inhibition, % at 9.51 µM; 300,000 tested, 0.33% active;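 active = inhibition above the screen mean inhibition plus 3 SD, computed separately per campaign, cut at about 18% in these data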;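 note: inhibitors lower polarization as less probe binds the enzyme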
# MCL1-BIM inh = MCL1-BIM-BH3 interaction inhibition (human); inhibition, % at 10.9 µM; 320,000 tested, 0.68% active; AID 2057; GST-MCL1 / FITC-Bim-BH3 fluorescence polarization; Q07820;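 active = inhibition above the mean inhibition of all tested compounds plus 3 SD, set per campaign, cut at about 40% in these data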;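 note: 0% = DMSO wells and 100% = unlabeled Bim-BH3 peptide control; higher means more loss of mP so more displacement of Bim peptide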
# CIT2-GFP yeast = yeast TOR pathway CIT2-GFP modulation; GFP response vs DMSO, % at 10 µM; 320,000 tested, 0.065% active; S. cerevisiae CIT2-GFP strain, flow cytometry, 3 h; 100 means same as DMSO wells;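 active = GFP response relative to DMSO above a set limit, near the screen mean plus 3 SD, cut at about 150% in these data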;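 note: ratio of well median GFP fluorescence to mean of DMSO wells on the plate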
# BCLXL inh = blocks human Bcl-xL binding to Bim BH3 peptide; Q07817; GST-Bcl-xL / FITC-Bim BH3 peptide fluorescence polarization; inhibition, % at 10.9 µM; 320,000 tested, 0.7% active;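 active = inhibition above the mean of all tested compounds plus 3 SD, cutoff set per campaign, cut at about 30% in these data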;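 note: 0% = DMSO wells and 100% = unlabeled Bim-BH3 peptide competitor; inhibitors lower millipolarization by displacing the labeled peptide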
# GLD-1 TGE inh = GLD-1-TGE RNA interaction inhibition (C. elegans); Q17339; 320,000 tested, 0.44% active; purified GLD-1 + fluorescein TGE RNA, fluorescence polarization; inhibition, % at 5.96 µM;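 active = percent inhibition above a per-plate cutoff, the plate mean of test compounds plus 3 SD, cut at about 30% in these data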;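 note: 0% = DMSO wells with GLD-1 and probe and 100% = wells lacking GLD-1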
# VLA-4 inh = inhibition in a human VLA-4 binding assay | P13612 | VLA-4 expressing cells, ligand binding flow cytometry | inhibition, % (about 7 µM as worked out from the volumes in the protocol) | 330,000 tested, 0.2% active | AID 2557; in the data active = inhibition above about 50%
# Target sequence (P13612 whole entry, looked up): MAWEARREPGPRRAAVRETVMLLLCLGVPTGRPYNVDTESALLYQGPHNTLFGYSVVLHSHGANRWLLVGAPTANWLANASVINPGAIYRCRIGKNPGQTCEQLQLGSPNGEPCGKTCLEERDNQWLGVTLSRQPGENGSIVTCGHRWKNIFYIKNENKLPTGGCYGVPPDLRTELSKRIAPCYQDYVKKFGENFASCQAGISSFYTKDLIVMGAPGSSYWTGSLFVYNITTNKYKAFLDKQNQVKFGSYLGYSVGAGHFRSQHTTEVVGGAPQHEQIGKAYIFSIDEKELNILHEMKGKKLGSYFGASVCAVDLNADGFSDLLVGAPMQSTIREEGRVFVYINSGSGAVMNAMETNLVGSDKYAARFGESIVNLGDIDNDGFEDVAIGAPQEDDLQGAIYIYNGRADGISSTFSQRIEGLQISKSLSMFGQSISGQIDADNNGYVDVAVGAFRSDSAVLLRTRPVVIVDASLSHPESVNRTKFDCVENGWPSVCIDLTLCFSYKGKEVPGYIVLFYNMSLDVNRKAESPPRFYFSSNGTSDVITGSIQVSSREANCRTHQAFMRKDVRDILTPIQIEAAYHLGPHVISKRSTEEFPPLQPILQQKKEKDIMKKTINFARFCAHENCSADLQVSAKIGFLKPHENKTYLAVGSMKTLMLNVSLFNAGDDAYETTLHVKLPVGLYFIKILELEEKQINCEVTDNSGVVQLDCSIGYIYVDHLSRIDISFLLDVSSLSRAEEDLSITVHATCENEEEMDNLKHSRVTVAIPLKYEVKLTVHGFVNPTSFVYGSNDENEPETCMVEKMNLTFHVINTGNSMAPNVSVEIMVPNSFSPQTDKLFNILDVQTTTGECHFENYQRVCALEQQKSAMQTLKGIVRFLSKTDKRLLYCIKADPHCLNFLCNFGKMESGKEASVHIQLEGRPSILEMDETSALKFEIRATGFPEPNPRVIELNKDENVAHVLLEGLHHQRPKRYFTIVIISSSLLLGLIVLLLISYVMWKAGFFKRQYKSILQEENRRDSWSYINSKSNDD
# GRK2 aptamer HTS = human GRK2 inhibition via aptamer displacement; inhibition of aptamer binding, % at 10 µM; 330,000 tested, 0.59% active; bead flow cytometry, FAM-aptamer displacement from GRK2; AID 488847;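 active = inhibition of aptamer binding above 40%, roughly 3 SD of noise, on plates passing a quality check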;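 note: median bead fluorescence of bound FAM aptamer so fluorescent compounds give negative values; no value below 0 was filed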
# MEX-5 binding = C. elegans MEX-5 TCR-2 RNA binding activity; MEX-5/FITC-TCR2 RNA binding, fluorescence polarization; active compounds read low; activity score (negative = inhibition of binding), % at 10 µM; 300,000 tested, 0.38% active; AID 1832;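 active = inhibition past about -25% in most replicates, and total fluorescence under double the plate's negative control median, limit read from the data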;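 note: 0% = DMSO and -100% = 5 µM competing unlabeled TCR2 RNA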
# AGP1 TOR yeast = yeast TOR pathway AGP1-GFP modulation; 320,000 tested, 0.02% active; GFP response vs DMSO, % at 10 µM; S. cerevisiae AGP1-GFP multiplex flow cytometry, 3 h; GFP as percent of DMSO wells;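 active = GFP response relative to DMSO above a set limit, near screen average plus 3 SD, cut at about 150% in these data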;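 note: median GFP channel fluorescence of the gated AGP1 strain per well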
# Numbers without * were called inactive; . = not tested or not shown.
SMILES,Fam108B counter,MCL1-BIM inh,CIT2-GFP yeast,BCLXL inh,GLD-1 TGE inh,VLA-4 inh,GRK2 aptamer HTS,MEX-5 binding,AGP1 TOR yeast
NC(=O)c1nsc(C(=O)N(Cc2ccco2)C(C(=O)NCc2ccc(F)cc2)c2ccc(O)cc2)c1N (centres undefined),-3,0,98,2,5,-9,0,-0.7,97
COc1cc(OC)nc(NC(=O)CS(=O)(=O)c2ccccc2)n1,5,2,60,8,8,0,0,-0.4,91
COc1ccc(CCNC(=O)c2c(O)c3cccc4c3n(c2=O)CC4)cc1OC,-3,0,96,3,-1,7,3,-0.3,95
CCOc1ccc2nc(SCc3ccc(CC(=O)O)cc3)c(C#N)cc2c1,2,7,93,14,12,-1,1,-1.2,95
CC(=O)OCC1OC(OC2C[C@]3(C)C(CC(O)C4C([C@](C)(CCC=C(C)C)OC5OC(CO)C(O)C(O)C5O)CC[C@]43C)[C@@]3(C)CCC(O)C(C)(C)C23)C(O[C@@H]2OC(C)C(O)C(O)C2O)C(O)C1O (some centres undefined),.,.,92,.,-1,25,11,.,92
CCCCn1c(=O)[nH]c(=O)c2c1nc(-c1ccccc1OC(F)F)n2C,1,-19,95,-9,2,4,1,0.8,88
CCc1[nH]nc2c1C1(CCN(C(=O)c3ccccc3)CC1)C(C#N)=C(N)O2,0,-1,105,2,-4,4,1,-1.8,100
CCOC(=O)N1CCC(N(CCN(C)C)C(=S)Nc2cccc(Cl)c2C)CC1,-2,-2,85,2,0,2,0,0.6,112
CCC1CN(C(=O)N2CCC(C(=O)NCc3ccccc3OC)CC2)c2ccccc2O1 (centres undefined),0,2,106,0,8,-1,4,-0.3,102
Cc1ccc(C(=O)NCC(c2cccs2)N(C)C)cc1S(=O)(=O)N1CCOCC1 (centres undefined),.,-4,93,-1,-4,15,1,.,108
CCCCCOC(=O)CSc1nc2c(c(=O)[nH]c(=O)n2C)n1CCc1ccccc1,-2,8,108,3,1,20,0,0.3,97
O=C(NCc1ccccc1)C1C(=O)N(Cc2ccccc2)C(=O)C1C1(O)CCCC1 (centres undefined),-7,-2,102,-3,-2,8,1,-0.3,92
O=C(NC1CC1)c1cc(=S)[nH]c2ccccc12,.,.,91,.,-6,21,29,.,101
Fc1ccc(-c2csc3nnc(SCc4cccnc4)n23)cc1,0,10,99,7,3,1,3,-1.9,98
Cc1ccc(Nc2c([N+](=O)[O-])ccc3nonc23)c(C)c1,-5,7,93,46*,-1,10,1,0.1,89
Cc1sc2ncnc(N3CCC(C(=O)Nc4ccccc4C(C)(C)C)CC3)c2c1C,2,-16,102,-7,-10,10,0,-0.4,102
CCOc1ccc(S(=O)(=O)n2cnc3ccccc32)cc1,-4,6,102,3,6,-1,3,0.4,101
CC#CCN1c2ccccc2[C@]23C[C@@H](C(=O)OC)N=C2NC(C(=O)OC)=C(C(=O)OC)[C@H]13,2,4,67,6,5,34,4,0.9,85
Cc1nc2ccc(-c3nc4ccccc4[nH]3)cc2[nH]1,-3,-5,108,0,-4,1,2,3.3,107
CCN(CC)c1ccc(/C=N/NC(=O)CNC(=O)c2ccccn2)cc1,0,9,97,2,-2,-6,1,-12,101
COC(=O)CNC(=O)CN1C(=O)N(c2cccc(Cl)c2)C(N(O)C(=O)Nc2cccc(Cl)c2)C1(C)C (centres undefined),1,2,111,-3,9,-1,0,-0.3,108
CSc1ccccc1C(=O)N1CCC2(CC1)CC(=O)c1ccccc1O2,0,0,100,3,3,15,0,0.3,99
COc1cc(Br)cc(C=Nc2cccc(C(F)(F)F)c2)c1O,6,7,94,7,3,8,5,-1.2,94
COc1ccc(CN2C3CCCC2CC(NC(=O)Nc2ccccc2C)C3)cc1 (centres undefined),4,7,103,7,0,6,0,1.0,104
CCOc1ccccc1NS(=O)(=O)c1ccc(-c2cnc(C3CC3)o2)cc1,-1,0,85,-1,5,19,13,-0.1,97
Cc1ccc(C(=O)OCC(=O)NCc2cccs2)cc1,-3,-1,98,1,3,-10,5,3.7,102
Cc1nn(CC(=O)c2ccccc2Cl)c(C)c1[N+](=O)[O-],0,3,91,4,4,18,0,3.0,104
O=C(NCCN1CCOCC1)c1ccccc1OCc1ccccc1,.,.,112,.,-7,-1,6,.,102
Cc1ccc(SCCSc2nc(N)cc(=O)[nH]2)cc1,0,7,108,4,-1,12,5,1.3,102
COCCC(=O)N1CCCC(C(=O)c2ccc3c4c(cccc24)CC3)C1 (centres undefined),1,1,103,2,4,5,4,-0.2,100
Cc1cccc(NC2=NCC(=O)N2Cc2ccccc2)c1,-1,1,95,12,3,7,2,-0.5,107
CC1=C(C)C(O)N(Cc2ccccc2)C1=O (centres undefined),1,6,113,3,5,2,0,0.6,99
O=C(c1cc([N+](=O)[O-])ccc1N1CCOCC1)N1CCCC1,-5,9,102,-4,6,0,0,.,103
COC(=O)CC(C(=O)Nc1cc(C(=O)OC)cc(C(=O)OC)c1)N1CCN(C)CC1 (centres undefined),3,6,97,-1,5,-4,2,3.5,101
S=c1[nH]c(-c2ccccc2)cn1/N=C/c1ccccc1Br,6,-5,83,1,3,28,2,1.7,97
Cc1ccc(CN(C(=O)c2csnn2)C(C(=O)NC2CCCC2)c2ccc(C)o2)cc1 (centres undefined),-4,8,99,9,7,-9,1,-1.8,104
Cc1ccc(-c2ccc(CCC(=O)O)n2-c2cccc(C(=O)O)c2)cc1,.,.,112,.,.,9,0,-1.3,109
CCc1cccc(C)c1NC(=O)C1CCN(c2nn3c(=O)cc(C)nc3s2)CC1,1,2,106,5,-4,6,0,0.8,100
Cc1ccc(S(=O)(=O)N(CC(=O)N2CCCC2)C2CCCCC2)cc1,-4,2,102,3,5,5,0,-1.0,103
Nc1nc(C23CC4CC(CC(C4)C2)C3)cs1,3,-11,113,-2,1,10,12,1.6,110
CCOC(=O)Cc1csc(NC(=O)c2ccncc2)n1,-4,6,.,-1,1,1,8,-0.8,101
O=C(CSc1nc(-c2ccccc2)c(-c2ccccc2)o1)N1CCOCC1,-1,-2,87,-1,-6,12,4,2.2,84
Clc1ccc(N2COC3c4cccc5cccc(c45)C32)cc1 (centres undefined),0,4,100,4,-1,0,0,1.9,103
COc1ccc(NC(=O)C2CCCN(S(=O)(=O)c3ccc4c(c3)oc(=O)n4C)C2)c(OC)c1 (centres undefined),1,0,94,-2,4,6,2,1.0,93
CCCCN(CC)C(=O)/C=C/c1cccc([N+](=O)[O-])c1,1,-8,.,-6,-4,10,3,-2.7,97
COc1cc2c(C(=O)Nc3ccc4c(c3)OCO4)cn(CC(C)C)c(=O)c2cc1OC,1,7,101,4,-2,-1,3,0.2,101
COc1ccc(NC(=O)NNS(=O)(=O)c2cc(C)ccc2C)cc1OC,-4,-5,102,-5,8,-12,0,-2.3,97
Cc1cc2ccccn2c1C(=O)c1nc(NCc2ccccc2)ncc1Cl,0,-1,102,3,3,7,0,-2.4,99
Cc1ccnn1CC(=O)N/N=C/c1ccc([N+](=O)[O-])s1,4,11,108,6,7,-1,1,0.5,96
O=C(NCCCn1ccnc1)c1ccco1,3,-1,101,3,3,10,0,-2.0,101
CC(C)[C@H](NC(=O)OCc1ccccc1)C(=O)N[C@@H](Cc1c[nH]c2ccccc12)C(=O)O,1,-5,97,3,-3,25,2,1.6,105
Cc1ccc(NC(=O)CN(C)C(=O)c2ccc(NS(=O)(=O)c3ccc4[nH]c(=O)[nH]c4c3)cc2)cc1,.,6,94,-2,6,0,0,.,97
Cc1ccc2nc(-c3ccc(O)cc3)c(Nc3ccc4c(c3)OCCO4)n2c1,3,-4,97,0,5,3,3,0.5,99
CCC(C)NC(=O)CN(C1CCCCC1)S(C)(=O)=O (centres undefined),-1,-26,96,-19,0,1,0,-0.5,94
CCOc1ccc(N2CC(C(=O)NC3=NCCS3)CC2=O)cc1 (centres undefined),3,2,91,-2,7,-8,2,1.5,89
COC(=O)C(Cc1cnc(Cl)s1)(C(=O)OC)c1ccc([N+](=O)[O-])cc1,0,-1,101,3,2,7,0,0.2,.
C/C(CC(=O)Nc1cccnc1)=N/NC(=O)COc1ccc(Cl)cc1Br,-1,3,104,-2,1,-4,0,-1.0,102
Cc1ccc(C)c(NC(=O)Cn2nnc(C(=O)NCc3ccco3)c2N)c1,2,-2,101,-5,-8,3,0,0.9,103
Oc1ccc(CNC2CCCCC2)cc1,0,-10,88,-3,-7,-8,0,0.2,95
Cc1ccc(C(=O)CC2(O)C(=O)N(C)c3ccc(Br)cc32)c(C)c1 (centres undefined),0,1,106,7,2,9,4,-0.9,113

# The list goes on:
SMILES,Fam108B counter,MCL1-BIM inh,CIT2-GFP yeast,BCLXL inh,GLD-1 TGE inh,VLA-4 inh,GRK2 aptamer HTS,MEX-5 binding,AGP1 TOR yeast
CC1CN(S(=O)(=O)c2cccc(C(=O)NNC(=O)C(C)Oc3ccccc3F)c2)CC(C)O1 (centres undefined),1,-6,104,-1,2,-4,2,2.2,101
COc1ccc(Cl)cc1NC(=O)C(C)N1CCc2ccccc21 (centres undefined),0,8,110,8,0,-8,3,0.4,94
O=C(Nc1ccncc1)c1cc(-c2ccccn2)nc2ccc(Br)cc12,-7,-1,108,4,6,2,0,0.1,94
Cc1[nH]c(C)c(S(=O)(=O)NCc2ccccc2Cl)c1C(=O)N1CCCC1,-2,2,94,1,-4,-3,2,-0.2,97
CN(c1ccccc1C(=O)NC1CCCCC1)S(=O)(=O)c1ccccc1,-1,4,95,7,6,2,0,0.8,97
O=C1C=CC[C@H](/C=C/C[C@@H](O)C[C@H](O)CCc2ccccc2)O1,1,1,101,-2,3,6,0,0.9,105
Cc1nc(C(F)(F)F)nc(Nc2ccc(N=Nc3ccccc3)cc2)c1C#N,1,-4,111,1,3,-14,0,2.4,104
CCCCC(CCC(=O)Nc1ccccc1C(=O)OCC)C(=O)O (centres undefined),2,0,94,4,7,-10,4,-1.4,98
COc1ccc(Cc2nnc(SCC(=O)NC(C)c3ccccc3)o2)cc1 (centres undefined),2,-4,104,0,6,-6,1,-0.4,107
Cc1c(Cl)cccc1NC(=O)CCC(=O)N/N=C/c1ccco1,.,.,87,.,.,0,1,1.2,96
Cc1ccc(S(=O)(=O)N2CCCCC2)cc1C(=O)NC1CC(C)(C)NC(C)(C)C1,1,-2,95,2,4,3,0,-0.9,105
COc1cccc(OCCOc2ccc(/C=C3/SC(=S)NC3=O)cc2)c1,-9,-21,101,-18,-10,3,1,2.0,100
CC(=O)c1c(C)n([O-])c2ccc(C)cc2[n+]1=O,4,-4,94,1,7,30,0,3.2,97
O=C(CC1C(=O)NCCN1Cc1ccc(F)cc1Cl)NC1CCCCCCC1 (centres undefined),0,25,98,25,19,5,0,-0.8,103
CC(OC(=O)c1cccc(O)c1)C(=O)N(C)Cc1ccccc1 (centres undefined),-1,-7,102,-7,5,14,0,-1.9,106
Nc1ccc2c(c1)Nc1ccccc1CC2,-1,10,96,29,-4,-4,4,0.7,95
Cc1[nH]n(-c2ccc(F)cc2)c(=O)c1/C=N/c1sc2c(c1C#N)CCCC2,-1,0,99,2,0,-3,0,-2.2,104

# Not a retest: entries from further up.
SMILES,Fam108B counter,MCL1-BIM inh,CIT2-GFP yeast,BCLXL inh,GLD-1 TGE inh,VLA-4 inh,GRK2 aptamer HTS,MEX-5 binding,AGP1 TOR yeast
S=c1[nH]c(-c2ccccc2)cn1/N=C/c1ccccc1Br,6,-5,83,1,3,28,2,1.7,97
Cc1ccc(CN(C(=O)c2csnn2)C(C(=O)NC2CCCC2)c2ccc(C)o2)cc1 (centres undefined),-4,8,99,9,7,-9,1,-1.8,104
Cc1ccc(-c2ccc(CCC(=O)O)n2-c2cccc(C(=O)O)c2)cc1,.,.,112,.,.,9,0,-1.3,109
